LGR2 inh – Drosophila LGR2 receptor signaling inhibition | HEK293 LGR2, CRE-luciferase, bursicon-stimulated, 4 h | inhibition, % at 9.99 µM | 380,000 compounds, 0.35% hits | AID 720647;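 active = drop in luminescence signal, shown as inhibition above about 50% in the replicate tests, limit read from the data, passing the limit was not always enough; inconclusive = probably only some replicates passing the limit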;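 also: agonist challenge used bursicon conditioned medium at about half maximal strength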
Statin myotox sup – suppression of simvastatin myotoxicity. 330,000 compounds, 0.78% hits. AID 602340. rescue of ATP level, % at 7.49 µM. C2C12 myotubes + simvastatin, ATP luminescence, 48 h; scaled: DMSO 0, geranylgeraniol control 100;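 active = mean ATP rescue above about 67%, or every replicate alone reaching that limit, limit read from the data, passing the limit was not always enough; inconclusive = no clear call, values can overlap the other calls; inactive = mean under the limit and some replicate under it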;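 also: myotubes were challenged with 10 µM simvastatin during compound exposure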
PGC1a acetyl inh – lowers PGC1a acetylation signal in U2OS cells | AlphaScreen anti-acetyl-lysine; with virally co-expressed GCN5 acetyltransferase | inhibition, % at 15.6 µM | 350,000 compounds, 0.17% hits | AID 651687;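 active = every replicate shows inhibition of at least 40%; inconclusive = mean inhibition at least 40% but some replicate below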;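 also: 0% = neutral control wells and 100% = positive control wells; some results beyond the cut were filed as inactive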
Cneo AK release – Cryptococcus neoformans lysis via adenylate kinase release | C. neoformans lysis, adenylate kinase release luminescence, 4 h; normalised: neutral wells 0, clomiphene wells 100 | lysis activity, % at 15 µM | AID 651654 | 360,000 compounds, 0.2% hits;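 active = mean lysis activity across replicates of at least 80%, whatever share of replicates individually reach that level; inactive = mean lysis activity below 80%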
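Assay system: C. neoformans cells. Amount: yeast cell density of 5 × 10^6 cells/mL. Technique: AK luminescence. Buffer or medium: YPD. Times: static 4 h at 37 °C with compound, 1 h detection. Dosing: single-point compound dose. Read-out: lysis from increased AK signal.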
S100A4 MyoIIA – S100A4-myosin IIA interaction inhibition | P26447 | S100A4/TAMRA-MyoIIA peptide fluorescence polarization | inhibition, % at 10.7 µM | 360,000 compounds, 0.14% hits | AID 652163;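 active = mean inhibition of at least 70% across replicates, with every replicate also reaching that level; inconclusive = mean inhibition reaches 70% but some replicates fall short; inactive = mean inhibition below 70%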
Target sequence (P26447 whole entry, looked up): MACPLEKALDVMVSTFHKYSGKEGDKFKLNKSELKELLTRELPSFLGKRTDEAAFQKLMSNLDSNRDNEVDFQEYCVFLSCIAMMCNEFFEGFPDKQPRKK
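Test system – S100A4 monomer (human) · Compound – single-point compound testing · Schedule – 5 min incubation before reading · Probe or stimulus – TAMRA-labelled myosin IIA heavy-chain peptide probe, 5 nM · Benchmarks – neutral control DMSO, positive control TFP · Medium – Calcium-containing HEPES buffer, pH 7.2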
The depositor's hits bear a star; ? = inconclusive; / = no result given.

no.	structure	LGR2 inh	Statin myotox sup	PGC1a acetyl inh	Cneo AK release	S100A4 MyoIIA
1	COc1ccc(-n2nc3c(c2NC(=O)C2CC2)CS(=O)C3)cc1 (centres undefined)	/	/	5	-2	/
2	COc1ccc(C)cc1-n1nnnc1SCc1cn2ccsc2n1	/	/	0	-1	/
3	Cc1ccc(-n2nnnc2SCC(=O)N2CCN(C(=O)c3ccco3)CC2)c(C)c1	/	/	5	1	/
4	O=C(N/N=C/c1ccc2c(c1)OCO2)c1ccc(COCC(F)(F)C(F)F)cc1	/	/	-6	0	/
5	CCOC(=O)c1cc(C#N)c(SCc2cccc3ccccc23)nc1C	/	/	8	-3	/
6	Cc1noc(C)c1S(=O)(=O)N1CCC(C(=O)Nc2ccccn2)CC1	/	/	-6	43	/
7	COc1ccc(CNC(=O)CSc2nnnn2Cc2ccccc2)cc1	/	/	6	-1	/
8	c1ccc(SCCc2ccncc2)cc1	/	/	1	1	/
9	O=C1CC(N2CCC(C(=O)N3CCCCC3)CC2)C(=O)N1 (centres undefined)	/	/	-3	0	/
10	Cc1cc(-c2ccccc2)nc(N2CCC(C(=O)NC34CC5CC(CC(C5)C3)C4)CC2)n1	/	/	18	-1	/
11	Cc1cccc(NC(=O)CN2C(=O)NC(C)(c3ccc4c(c3)OCO4)C2=O)c1 (centres undefined)	/	/	-4	-3	/
12	CS(=O)(=O)N(CC(=O)N1CCC(C(N)=O)CC1)C1CCCCC1	/	/	1	-2	/
13	CC(=O)c1cccc(N=C2C(=O)Nc3ccccc32)c1	/	/	-3	-1	/
14	CCOc1nnnc2c1sc1nc(N3CCOCC3)c3c(c12)CCCC3	/	/	1	2	/
15	COc1ccc(NC(=O)c2oc3ccccc3c2NC(=O)C(C)(C)C)cc1	/	/	10	-3	/

Other structures
no.	structure	LGR2 inh	Statin myotox sup	PGC1a acetyl inh	Cneo AK release	S100A4 MyoIIA
16	O=C(O)CCn1c(C(=O)O)cc2sccc21	/	/	10	-2	/
17	COc1ccc(S(=O)(=O)N2c3cc(Cl)ccc3Oc3nc4ccccc4nc32)cc1	/	/	-9	0	/
18	C=CCn1c(C)cc(C(=O)CSc2nc3ccccc3o2)c1C	/	/	-3	-3	/
19	Cc1ccc(S(=O)(=O)NCC2CCC(C(=O)NCc3ccco3)CC2)cc1 (centres undefined)	/	/	-2	1	/
20	O=[N+]([O-])c1ccccc1S(=O)(=O)N1CCN(S(=O)(=O)c2ccc3c(c2)OCCO3)CC1	/	/	-22	-1	/
21	C=C(C)COc1ccc(-c2nc(N)ncc2Oc2ccccc2OCC)c(O)c1	/	/	-9	0	/
22	CCCS(=O)(=O)c1c(S(=O)(=O)CCC)c2c3ccccc3ccn2c1C(=O)OC	/	/	1	1	/
23	CCCCN(CC)C(=O)/C=C/c1cccc([N+](=O)[O-])c1	/	/	-2	3	/
24	CC(=O)Nc1cccc2c1C(=O)NC2=O	/	/	1	3	/
25	COC(=O)c1c(C(C)=O)cnc2ccc(Br)cc12	/	/	8	0	/
26	CC(C)NS(=O)(=O)c1ccc(CCC(=O)NCc2cccnc2)cc1	/	/	-10	0	/
27	COc1ccc(OC)c(C2C(C#N)=C(N)Oc3cc(C)n(Cc4ccccn4)c(=O)c32)c1 (centres undefined)	/	/	2	-4	/
28	COc1ccc(N2CC(C)Cn3c2nc2c3c(=O)n(CCc3ccccc3)c(=O)n2C)cc1 (centres undefined)	/	/	-4	5	/
29	Cc1nc2scc(-c3ccccc3)c2c(=O)n1N	/	/	-15	0	/
30	CCCC1CC(CSC(=N)N)OC1=O (centres undefined)	/	/	-22	-1	/

Compound profiles, as listed above. Order of screens: LGR2 inh, Statin myotox sup, PGC1a acetyl inh, Cneo AK release, S100A4 MyoIIA
C=CCn1c(C)cc(C(=O)CSc2nc3ccccc3o2)c1C is listed as /, /, -3, -3, /
COc1ccc(OC)c(C2C(C#N)=C(N)Oc3cc(C)n(Cc4ccccn4)c(=O)c32)c1 (centres undefined) is listed as /, /, 2, -4, /

(cont.)
no.	structure	LGR2 inh	Statin myotox sup	PGC1a acetyl inh	Cneo AK release	S100A4 MyoIIA
31	CCN(CC(=O)N1CCCCCC1)S(=O)(=O)c1ccc(Cl)cc1	/	/	-12	-1	/
32	COc1cc(/C=N/Nc2nn3cnnc3c3ccccc23)cc(OC)c1OC	/	/	-4	-5	/
33	CC1CN(C2CCN(C(=O)c3cccc(Cl)c3)CC2)CC(C)O1 (centres undefined)	/	/	?	-1	/
34	CC1CCCCC1NC(=O)C1Cc2ccccc2CN1S(C)(=O)=O (centres undefined)	/	/	5	-1	/
35	CC1(C(=O)NC2CCCC2)CCC(=O)N1Cc1ccccc1Cl (centres undefined)	/	/	-4	0	/
36	COc1ccc(-c2cc(C(F)(F)F)nc(SCCC(=O)N3CCN4CCCC4C3)n2)cc1 (centres undefined)	/	/	-13	0	/
37	COC(=O)c1ccccc1NC(=O)C(CCS(C)(=O)=O)NC(C)=O (centres undefined)	/	/	-10	1	/
38	CSc1nc(C)cc(OCC(=O)N2CCOCC2)n1	/	/	6	9	/
39	Cc1ccccc1NC(=O)NCc1ccco1	/	/	3	8	/
40	Cc1cc(-c2ccco2)n(-c2ccccc2)n1	/	/	-5	0	/
41	Cc1ccc2nc3c(cc2c1)c(NC(=O)C1CCCO1)nn3CC(C)C (centres undefined)	/	/	-2	3	/
42	c1ccc(-c2cnc(CSc3nnc4ccccn34)o2)cc1	/	/	-4	-1	/
43	c1cncc(-c2nc(-c3ccc4c(c3)OCO4)cs2)c1	/	/	-3	-2	/
44	CCOc1ccccc1C(=O)NC(C(=O)OCC(=O)Nc1nnc(-c2ccccc2)o1)C(C)C (centres undefined)	/	/	11	-2	/
45	CCOc1ccc(C(=O)NCCn2cc(SCC(=O)Nc3cc(C)on3)c3ccccc32)cc1	/	/	-9	1	/

3 entries from above, screen by screen:
(33) CC1CN(C2CCN(C(=O)c3cccc(Cl)c3)CC2)CC(C)O1 (centres undefined)
(34) CC1CCCCC1NC(=O)C1Cc2ccccc2CN1S(C)(=O)=O (centres undefined)
(35) CC1(C(=O)NC2CCCC2)CCC(=O)N1Cc1ccccc1Cl (centres undefined)

| compound no. | 33 | 34 | 35 |
| --- | --- | --- | --- |
| LGR2 inh | / | / | / |
| Statin myotox sup | / | / | / |
| PGC1a acetyl inh | ? | 5 | -4 |
| Cneo AK release | -1 | -1 | 0 |
| S100A4 MyoIIA | / | / | / |

Back to the main list; the 4 compounds before the break are reprinted first.
no.	structure	LGR2 inh	Statin myotox sup	PGC1a acetyl inh	Cneo AK release	S100A4 MyoIIA
42	c1ccc(-c2cnc(CSc3nnc4ccccn34)o2)cc1	/	/	-4	-1	/
43	c1cncc(-c2nc(-c3ccc4c(c3)OCO4)cs2)c1	/	/	-3	-2	/
44	CCOc1ccccc1C(=O)NC(C(=O)OCC(=O)Nc1nnc(-c2ccccc2)o1)C(C)C (centres undefined)	/	/	11	-2	/
45	CCOc1ccc(C(=O)NCCn2cc(SCC(=O)Nc3cc(C)on3)c3ccccc32)cc1	/	/	-9	1	/
46	CN(CC(=O)NCCCN1CCOCC1)S(=O)(=O)c1ccc(Br)cc1	/	/	-3	-1	/
47	CC(=O)c1cc(-c2ccc(F)cc2)n(CC(=O)NCc2cccs2)c1C	/	/	-3	1	/
48	COc1ccc(C2CC(c3c(-c4ccccc4)c4cc(Cl)ccc4[nH]c3=O)=NN2S(C)(=O)=O)cc1 (centres undefined)	/	/	8	1	/
49	COCC(=O)Oc1c(S(=O)(=O)c2ccc(C)cc2)c(C)nn1-c1ccccc1	/	/	1	-1	/
50	C=Cn1c(N2CCOCC2)nc2c1c(=O)[nH]c(=O)n2C	/	/	8	-1	/
51	COC(=O)C1=C(C)NC(C)=C(C(=O)OC)C1c1ccc2ccccc2n1	/	/	4	1	/
52	C=CCNc1nc(N)c(C(=C(C#N)C#N)c2ccccc2)s1	/	/	-17	0	/
53	O=c1c2ccccc2nc(CSc2ncnc3nc[nH]c23)n1-c1cccc(C(F)(F)F)c1	/	/	-3	3	/
54	Cc1ccc2[nH]c3c(c2c1)CN(C(=O)CN1CCN(c2cccc(C)c2C)CC1)CC3	/	/	6	1	/
55	O=S(=O)(CCc1nnc(-c2ccccc2)o1)c1ccc2ccccc2c1	/	/	3	3	/
56	O=C(CSc1ccccc1)NCCCN1CCOCC1	/	/	-2	-4	/
57	CCCC1(CCC)NC(=O)N(CC(=O)Nc2cccc(OC)c2)C1=O	/	/	-5	1	/
58	Cc1nnc(SCCn2c(N(C)Cc3ccccc3)nc3c2c(=O)n(C)c(=O)n3C)s1	/	/	5	-2	/
59	CCOC(=O)Cn1nc(Cc2ccccc2)c2ccccc2c1=O	/	/	-21	-1	/
60	O=C(c1cccs1)N1CCn2c1nc1ccccc12	/	/	4	-2	/

Continuation:
no.	structure	LGR2 inh	Statin myotox sup	PGC1a acetyl inh	Cneo AK release	S100A4 MyoIIA
61	O=C(Nc1nc(-c2cccs2)cs1)c1ccc(Cl)cc1	/	/	-4	-5	/
62	S=C1CCSc2ccc(Cl)cc2N1	/	/	-8	38	/
63	COc1ccccc1OCC(=O)N(Cc1nc(-c2ccccc2)no1)C1CCCCC1	/	/	-28	-4	/
64	COc1cc(OC)cc(C(=O)NC2=NCCS2)c1	/	/	38	-4	/
65	CCCCN(C(=O)Cn1nnc2ccccc21)C(C(=O)NCCOC)c1ccc(OC)cc1 (centres undefined)	/	/	-6	0	/
66	CCOC(=O)C1=C(N)n2c(s/c(=C\c3ccco3)c2=O)=C(C(=O)OC(C)C)C1c1ccco1 (centres undefined)	/	/	-7	2	/
67	COc1ccc(CCN2CC34C=CC(O3)C(C(=O)NCc3ccccc3Cl)C4C2=O)cc1OC (centres undefined)	/	/	3	1	/
68	COCC(=O)Nc1nc2n(n1)C(c1ccccc1)CC(c1ccc(OC)cc1)N2 (centres undefined)	/	/	8	-1	/
69	CN(Cc1ccccc1)C(=O)COC(=O)c1ccc2c(c1)OCO2	/	/	8	-4	/
70	Cc1ccc(C)c(S(=O)(=O)NCc2ccc(C(=O)NCc3ccccn3)cc2)c1	/	/	-1	0	/
71	CN1CCC(=NNC(=O)C(=O)NC2CCCC2)CC1	/	/	-11	17	/
72	CCOC(=O)N1CCN(C(=O)c2ccc3nc(C)sc3c2)CC1	/	/	6	0	/
73	O=C(Cn1ccc2ccccc2c1=O)N1CCN(Cc2ccc3c(c2)OCO3)CC1	/	/	-1	0	/
74	Cc1occc1C(=O)Nc1nnc(-c2ccncc2)s1	/	/	-8	8	/
75	CC(C)(C)C(=O)Nc1cccc(-c2nnc(-c3cccc(NC(=O)C(C)(C)C)c3)o2)c1	/	/	4	-1	/

(more compounds)
no.	structure	LGR2 inh	Statin myotox sup	PGC1a acetyl inh	Cneo AK release	S100A4 MyoIIA
76	CCN1CCN(CC(=O)c2c[nH]c3ccc(C)cc23)CC1	/	/	0	-1	/
77	CCN(CC)C(=O)C1CC(=O)N(c2ccc(OC)cc2)C1c1ccc(OC)cc1 (centres undefined)	/	/	0	-1	/
78	O=C(CN1C(=O)c2cccc3cccc1c23)N1CCN(c2ccccc2)CC1	/	/	0	1	/
79	Cc1nc(N[C@@H](Cc2c[nH]c3ccccc23)C(=O)O)c2oc3ccccc3c2n1	/	/	/	0	7
80	COc1ccc2c(c1)c(=O)oc1cc3occ(C(C)(C)C)c3cc12	/	/	/	-6	5
81	CCOC(=O)N1c2ccccc2C=CC1OCC (centres undefined)	/	/	/	-1	-6
82	O=C(NC(CO)Cc1ccc([N+](=O)[O-])cc1)C(Cl)Cl (centres undefined)	/	/	/	-1	-7
83	O=P(O)(O)CP(=O)(O)O	/	/	/	2	-1
84	COc1cc(C2C(C(=O)OC(C)C)=C(C)Nc3[nH]c(=O)[nH]c(=O)c32)ccc1O (centres undefined)	-5	0	/	/	/
85	Cc1nc2ccccc2n1CC(=O)N1CC(=O)Nc2ccccc21	-7	2	/	/	/

Screening data from PubChem BioAssay.

The list is partial; the hit share may differ from the screen's.
